BAZ2B inh = qHTS Assay for Inhibitors of BAZ2B. Bromodomain adjacent to zinc finger domain protein 2B (Homo sapiens), Q9UIF8. AlphaScreen BAZ2B-H3K14Ac peptide displacement. Potency, µM (highest dose often 114 µM), inactives show at the top dose activity change, negative = inhibition, hits mostly inhibitors. hit rate 4.4% among 360,000. AID 504333, 2011; note: % is set by controls: 0 for no effect and ±100 for the full control effect; nearly all actives have a fitted effect of over 60% in size
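AlphaScreen displacement of biotin-H3(5-23)K14Ac peptide (50 nM final) from BAZ2B (50 nM final) in PBS pH 7.4, 0.01% Tween-20; complex preformed 30 min RT, then compounds (top 110 uM) 30 min RT, beads 20 min dark.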
Pol iota inh = qHTS for Inhibitors of Polymerase Iota. hit rate 1% among 390,000. Pol iota fluorescent replication assay, 10 min. Potency, µM (top dose mostly 115 µM), without a hit: at the highest dose activity, negative = inhibition, actives largely listed as inhibitors. AID 588590, 2011
Target sequence (Q9UNA4 whole entry, looked up): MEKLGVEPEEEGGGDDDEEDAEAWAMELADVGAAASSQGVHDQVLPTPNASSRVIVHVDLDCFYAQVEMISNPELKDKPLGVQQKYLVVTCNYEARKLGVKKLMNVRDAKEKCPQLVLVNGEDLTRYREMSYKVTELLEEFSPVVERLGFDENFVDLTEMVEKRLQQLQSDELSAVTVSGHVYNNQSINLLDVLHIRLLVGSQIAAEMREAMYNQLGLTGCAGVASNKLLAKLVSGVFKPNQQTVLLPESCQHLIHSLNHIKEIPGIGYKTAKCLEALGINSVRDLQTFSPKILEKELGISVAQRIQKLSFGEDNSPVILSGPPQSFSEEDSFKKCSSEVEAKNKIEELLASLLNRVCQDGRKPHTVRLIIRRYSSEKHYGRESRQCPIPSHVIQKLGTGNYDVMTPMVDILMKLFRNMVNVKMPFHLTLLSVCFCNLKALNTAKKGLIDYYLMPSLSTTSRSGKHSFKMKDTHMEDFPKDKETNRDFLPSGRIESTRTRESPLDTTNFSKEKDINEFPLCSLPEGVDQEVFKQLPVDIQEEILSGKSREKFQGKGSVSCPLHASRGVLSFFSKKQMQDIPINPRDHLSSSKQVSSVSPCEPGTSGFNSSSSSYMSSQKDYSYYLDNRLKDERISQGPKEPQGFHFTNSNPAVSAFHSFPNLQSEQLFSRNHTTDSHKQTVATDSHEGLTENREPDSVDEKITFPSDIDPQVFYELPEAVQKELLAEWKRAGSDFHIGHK
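Fluorescent replication assay read twice, at 0 min and 10 min after adding 50 nM (final) substrate. Enzyme (10 nM) and compounds were first incubated 15 min at room temperature; enzyme-free buffer wells were negative controls.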
POLB inh = qHTS Assay for Inhibitors of DNA Polymerase Beta. P06746. Pol beta primer extension/strand displacement, fluorescence kinetic. Potency, µM (highest dose often 114 µM), inactives show top-dose activity change, negative = inhibition, hits mostly inhibitors. hit rate 1.3% among 340,000. AID 485314, 2010; note: % is set by controls: 0 for no effect and ±100 for the full control effect
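Pol beta (10 nM) was preincubated with compound for 15 min at room temperature. The reaction was then started with 50 nM substrate and read immediately and after a further 10 min at room temperature.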
Pol kappa inh = qHTS for Inhibitors of Polymerase Kappa | DNA polymerase kappa (Homo sapiens), Q9UBT6 | purified Pol kappa, fluorescent DNA synthesis assay, 10 min | Potency, µM (highest dose often 107 µM), for inactives: at the highest dose activity, negative = inhibition, hits mostly inhibitors | hit rate 0.53% among 400,000; note: % is set by controls: 0 for no effect and ±100 for the full control effect
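Fluorescent qHTS in 1536-well format: enzyme (10 nM) and compound sat 15 min at room temperature before 50 nM substrate (final) was added. Signal taken at 0 and 10 min; no-enzyme buffer wells were negative controls.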
Apoferritin bind = qHTS Assay for Identification of Novel General Anesthetics; Ferritin light chain (Equus caballus), P02791; apoferritin/1-aminoanthracene competitive binding, fluorescence; Potency, µM (highest dose often 77.5 µM), inactives show top-dose activity change, negative = displacement, hits mostly inhibitors; hit rate 0.074% among 350,000; AID 485281, 2010; note: % is set by controls: 0 for no effect and ±100 for the full control effect; nearly all actives have a fitted effect of over 20% in size
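Steps: apoferritin (10 uM) was premixed with half-saturated 1-AMA in PBS, compounds were pin-transferred, plates stood 10 min at room temperature, fluorescence was read at 380/535 nm, and curves were fitted with a Hill equation.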
APE1 inh = qHTS Assay for Inhibitors of the Human Apurinic/apyrimidinic Endonuclease 1 (APE1). DNA repair nuclease/redox regulator APEX1 (Homo sapiens), P27695. hit rate 0.35% among 350,000. recombinant APE1, TAMRA/BHQ-2 abasic DNA cleavage fluorescence. Potency, µM (doses to about 65.8 µM), without a hit: at the highest dose activity change, negative = inhibition, most hits filed as inhibitors. AID 2517, 2012;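 note: plate controls were vehicle for no effect and reference inhibitor for full effect; nearly all actives have a fitted effect of over 55% in size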
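Kinetic fluorescence read (525 ex/598 em nm, three reads 60 s apart) of AP-site incision; signal = third minus first read. Enzyme 0.75 nM, dual-labelled THF duplex 50 nM, compound preincubation 15 min RT.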
BLM inh = qHTS Assay for Inhibitors of Bloom's syndrome helicase (BLM); recombinant BLM DNA unwinding, fluorescence dequenching; Potency, µM (series often up to 56.1 µM), inactives show at the top dose activity change, negative = inhibition, hits mostly inhibitors; hit rate 0.2% among 350,000; AID 2528, 2010;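 note: plate controls were vehicle for no effect and no enzyme for full effect; nearly all actives have a fitted effect of over 35% in size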
G9a block = qHTS Assay for Inhibitors of Histone Lysine Methyltransferase G9a | G9a H3K9 monomethylation, AlphaScreen, 2 h | Potency, µM (top dose mostly 102 µM), inactives show at the top dose activity, negative = inhibition, hits mostly inhibitors | hit rate 8.8% among 350,000 | AID 504332, 2011; note: % is set by controls: 0 for no effect and ±100 for the full control effect; nearly all actives have a fitted effect of over 75% in size
Target sequence (Q96KQ7 913-1193 limits assumed): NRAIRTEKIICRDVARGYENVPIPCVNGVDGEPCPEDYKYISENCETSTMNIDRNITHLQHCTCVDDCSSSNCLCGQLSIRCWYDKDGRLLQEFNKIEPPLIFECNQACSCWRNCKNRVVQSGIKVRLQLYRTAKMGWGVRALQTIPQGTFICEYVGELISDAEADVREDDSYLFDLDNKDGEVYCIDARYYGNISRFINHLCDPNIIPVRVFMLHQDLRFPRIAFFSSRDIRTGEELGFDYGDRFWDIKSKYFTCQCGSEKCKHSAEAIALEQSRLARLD
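AlphaScreen detection with an anti-monomethyl H3K9 antibody quantified product after a 2 h room-temperature reaction containing 500 nM biotinylated H3K9 peptide, 20 µM SAM and 20 nM enzyme, which had been preincubated 15 min with compound.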
POLH inh = qHTS for Inhibitors of Polymerase Eta. DNA polymerase eta (Homo sapiens), Q9Y253. recombinant Pol eta, fluorescent DNA replication assay. Potency, µM (doses to about 114 µM), for the others: top-dose activity change, negative = inhibition, hits mostly inhibitors. hit rate 1.2% among 390,000; note: % is set by controls: 0 for no effect and ±100 for the full control effect
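Fluorescent replication assay: 50 nM final substrate added after a 15 min room-temperature compound preincubation with 10 nM enzyme. Signal taken at 0 min and again at 10 min.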
* = called active by the depositor; ? = inconclusive; nt = not tested or not shown; [ ] = dose if it differs, or a comment. Calls come from the whole dose curve; as a rule, active = well fitted curve in the direction sought with a large enough effect; inconclusive = small, poorly fitted or top-dose-only effect, or another doubt; inactive = no such curve, though single readings can be large; an effect the other way counts as inactive or inconclusive. Potency is the fitted concentration of half-maximal effect.

item	Molecule	BAZ2B inh	Pol iota inh	POLB inh	Pol kappa inh	Apoferritin bind
1	CC(=O)N1N=C(c2ccc(C)cc2)OC1c1cccnc1 (stereo unspecified)	-30%	101%[activator]	3%	2%	-9%
2	Cc1cc(C(=O)OC(C(=O)Nc2cccc(C(F)(F)F)c2)c2ccccc2)c(C)o1 (stereo unspecified)	1%	9%	-10%	-6%	4%
3	COC(=O)c1ccc(OCCOc2ccccc2C)cc1	91%[activator]	92%[activator]	-4%	-16%	0%
4	CC(=O)c1ccc(NC(=O)COC(=O)CCc2ccc(S(=O)(=O)N3CCOCC3)cc2)cc1	3%	76%[activator]	2%	5%	-8%
5	CN(c1nc2c(c(=O)n(C)c(=O)n2C)n1CC(=O)c1ccccc1)C1CCCCC1	nt	12%	-5%	-3%	?
6	O=C(c1cc(COc2ccc(F)c(F)c2)on1)N1CCSCC1	2%	12%	4%	-1%	-18%
7	COc1ccc(-c2noc(CN3CCN(C(=O)c4cccs4)CC3)n2)c(OC)c1OC	-4%	-6%	1%	-3%	-7%
8	CCCc1cc(=O)[nH]c(SCC(=O)c2c(N)n(C3CC3)c(=O)[nH]c2=O)n1	11%	13%	nt	-16%	nt
9	Cc1ccc(-c2c(C)sc(=NC(=O)c3ccco3)n2C)cc1	-28%	19%	9%	-6%	-10%
10	CCOC(=O)C1=C(C)Nc2ccccc2N=C1NC(=O)C(c1ccccc1)c1ccccc1	-4%	105%[activator]	0%	-2%	1%
11	CCc1nccn1CCC(=O)NC1CC(C)(C)Cc2c1cnn2-c1ccc(OC)cc1 (stereo unspecified)	-13%	26%	41%	8%	-4%
12	CCc1ccc(CN(Cc2ccco2)c2cnc(S(C)(=O)=O)nc2C(=O)Nc2ccc(C)c(Cl)c2)cc1	11%	14%	4%	-19%	-5%

item	APE1 inh	BLM inh	G9a block	POLH inh
1	-11%	-5%	0%	-18%
2	-6%	-12%	-2%	-17%
3	-14%	-8%	278%[activator]	-21%
4	0%	-1%	nt	-27%
5	4%	-6%	15%[59 µM]	-18%
6	-6%	-1%	28%	-12%
7	21%	0%	-3%	-11%
8	8%	nt	-1%[59 µM]	-18%
9	-4%	0%	-15%[59 µM]	-10%
10	-3%	-8%	23%[12.7 µM]	-8%
11	38%	2%	16%	8%
12	nt	-11%	-2%[59 µM]	-21%

Quoted from above, compounds 6–12
item	Molecule	BAZ2B inh	Pol iota inh	POLB inh	Pol kappa inh	Apoferritin bind
6	O=C(c1cc(COc2ccc(F)c(F)c2)on1)N1CCSCC1	2%	12%	4%	-1%	-18%
7	COc1ccc(-c2noc(CN3CCN(C(=O)c4cccs4)CC3)n2)c(OC)c1OC	-4%	-6%	1%	-3%	-7%
8	CCCc1cc(=O)[nH]c(SCC(=O)c2c(N)n(C3CC3)c(=O)[nH]c2=O)n1	11%	13%	nt	-16%	nt
9	Cc1ccc(-c2c(C)sc(=NC(=O)c3ccco3)n2C)cc1	-28%	19%	9%	-6%	-10%
10	CCOC(=O)C1=C(C)Nc2ccccc2N=C1NC(=O)C(c1ccccc1)c1ccccc1	-4%	105%[activator]	0%	-2%	1%
11	CCc1nccn1CCC(=O)NC1CC(C)(C)Cc2c1cnn2-c1ccc(OC)cc1 (stereo unspecified)	-13%	26%	41%	8%	-4%
12	CCc1ccc(CN(Cc2ccco2)c2cnc(S(C)(=O)=O)nc2C(=O)Nc2ccc(C)c(Cl)c2)cc1	11%	14%	4%	-19%	-5%

item	APE1 inh	BLM inh	G9a block	POLH inh
6	-6%	-1%	28%	-12%
7	21%	0%	-3%	-11%
8	8%	nt	-1%[59 µM]	-18%
9	-4%	0%	-15%[59 µM]	-10%
10	-3%	-8%	23%[12.7 µM]	-8%
11	38%	2%	16%	8%
12	nt	-11%	-2%[59 µM]	-21%

The listing continues.
item	Molecule	BAZ2B inh	Pol iota inh	POLB inh	Pol kappa inh	Apoferritin bind
13	Cc1cnc([N+](=O)[O-])n1CCOC(=O)NC(=O)c1ccccc1Cl	-8%	83%[activator]	2%	5%	-6%
14	COC(=O)CCCCCCCCCC[N+]1(C)CCCCC1	-35%	1%	-13%	-11%	-4%
15	CC1(c2ccc3c(c2)OCCO3)NC(=O)N(CC(=O)c2ccc[nH]2)C1=O (stereo unspecified)	?	?	nt	-11%	nt
16	CCC(=O)N1CCc2cc(Br)cc(S(=O)(=O)NCCCN(CC)Cc3ccccc3)c21	-1%	-23%	38%	-2%	-5%
17	COc1ccccc1N1CCN(C2CCCN(C(=O)CCC(=O)N(C)C)C2)CC1 (stereo unspecified)	1%	164%[activator]	-4%	-1%	0%
18	CC(=O)N(C(C)=O)n1c(/C=C/c2ccc([N+](=O)[O-])cc2)nc2ccccc2c1=O	4%	94%[activator]	-8%	-6%	-3%
19	Cc1cc(OCC(=O)NNC(=S)NC(=O)c2ccc(Br)o2)ccc1Cl	-33%	41%[activator]	24%	2%	-12%
20	CC(=O)Nc1ccc(S(=O)(=O)Nc2cccc(-n3c(C)nc4ccccc4c3=O)c2)cc1	8%	15%	nt	-15%	nt
21	Cc1cccc(/C(N)=N/OC(=O)c2ccc(Br)o2)c1	10%	15%	-1%	-7%	2%
22	COc1cccc(C(=O)NCCS(=O)(=O)NCc2cccnc2)c1	11%	-1%	nt	-8%	nt
23	CC(C)c1nn2c(N)c(/C=C3\C=Nc4ccccc43)c(=O)nc2s1	-8%	-19%[58.9 µM]	?	-29%	-6%
24	O=C(CCN1C(=O)C2C3CCC(C3)C2C1=O)OCC(=O)c1ccc(Cl)cc1 (stereo unspecified)	-2%	-22%	8%	-5%	?

item	APE1 inh	BLM inh	G9a block	POLH inh
13	5%	8%	13%	-15%
14	-1%	3%	16µM*	-15%
15	-12%	nt	5%[59 µM]	?
16	21%	-11%	3%	-4%
17	44%	-2%	56%[activator]	-20%
18	?	-11%	?	8%
19	18%	-2%	32µM*	-11%
20	-6%	nt	16%[0.501 µM]	-15%
21	-1%	-2%	12%[59 µM]	-13%
22	16%	nt	50µM*	-3%
23	-4%	-9%	-11%	-6%
24	-3%	-2%	-8%[0.501 µM]	4%

Continued.
item	Molecule	BAZ2B inh	Pol iota inh	POLB inh	Pol kappa inh	Apoferritin bind
25	O=C(CCC(=O)c1cccs1)NC1CCCCCC1	-16%	-17%	-11%	6%	?
26	O=C(NCCc1nc2ccccc2[nH]1)c1ccc([N+](=O)[O-])cc1	-2%	6%	1%	-24%	3%
27	CCS(=O)(=O)N1CCC(C(=O)NCCC(C)C)CC1	1%	-5%	4%	-6%[60.1 µM]	1%
28	CN(C)S(=O)(=O)N1CCC(Oc2cccc(C(=O)NCCC3=CCCCC3)c2)CC1	-3%	11%	15%	-11%	-9%
29	CCOC(=O)N1C(=O)[C@](CC)(c2ccccc2)N1C(=O)OCC	-9%	43%[activator]	22%	5%	0%
30	CC(=O)N1CCc2cc(S(=O)(=O)NC(C(=O)NC(C)c3ccccc3)C(C)C)ccc21 (stereo unspecified)	-14%	40%[activator]	-23%	-2%	-1%
31	CCOc1ncccc1C(=O)NCCc1c[nH]c2ccccc12	-26%	31%[activator]	-28%	-1%	-1%
32	O=C(CNC(=O)C(c1ccccc1)c1ccccc1)OCc1ccccc1	-13%	159%[activator]	2%	-13%	-6%
33	COc1ccc(C(=O)CCC(=O)N2CCN(c3ccc(C)cc3)C(C)C2)cc1 (stereo unspecified)	-35%	48%[activator]	-4%	2%	-4%
34	CN=C1S/C(=C\c2cc(C)n(-c3ccccc3F)c2C)C(=O)N1C	?	?	-1%	0%	-7%
35	CCOC(=O)[C@@H]1[C@H]2COc3ccccc3[C@H]2N2C(=O)N(c3ccc(Cl)cc3)C(=O)[C@]12C	-8%	?	6%	-22%	-1%
36	Cc1cc(-c2nn(-c3ccccc3F)cc2CN(C)CC(O)CO)c(C)s1 (stereo unspecified)	-18%	22%	?	17%	-3%

item	APE1 inh	BLM inh	G9a block	POLH inh
25	3%	-2%	-17%	-9%
26	0%	1%	-7%	0%
27	nt	1%	12%[59 µM]	-15%
28	5%	-6%	nt	-16%
29	-10%	-4%	nt	-18%
30	57%	1%	63%[activator]	-4%
31	6%	-7%	-2%	-4%
32	0%	-3%	-5%	-25%
33	42%	-4%	?	-10%
34	-2%	-6%	?	-16%
35	10%	-10%	-3%	-14%
36	1%	2%	-1%	-10%

The list goes on.
item	Molecule	BAZ2B inh	Pol iota inh	POLB inh	Pol kappa inh	Apoferritin bind
37	OCC1(Cc2ccccc2)CCN(Cc2cnc(-c3cccc4ccccc34)nc2)CC1	-12%	4%	-2%	5%	-24%
38	COc1ccccc1CCC(=O)NCCCn1ccc2ccccc21	-12%	49%[activator]	8%	-13%	2%
39	Cc1nc2sc(C(c3cccs3)N3CCC4(CC3)OCCO4)c(O)n2n1 (stereo unspecified)	6%	10%	19%	-6%	3%
40	CC(=O)Nc1cc(C(C)C)c(O)c(C(C)C)c1	-1%	8%	-6%	-7%	-14%

item	APE1 inh	BLM inh	G9a block	POLH inh
37	13%	-2%	?	-21%
38	2%	2%	-2%	-16%
39	4%	6%	-11%[59 µM]	-5%
40	-11%	-1%	1%	1%

These rows are one share of the data (hit frequency here may not be typical).
